High-throughput results as filed in PubChem BioAssay.
D2 ag: activates the human D2 dopamine receptor; 340,000 compounds, 0.53% hits; HEK293 T-REx D2 cells, calcium flux agonist mode; activation, % at 2 µM; P14416;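 active = activation over 3 SD above normal in the single-dose calcium agonist read, cut at about 30% in these data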; also: 0% is about no effect
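Agonism is scored from calcium flux in a force-coupled, inducible HEK293 cell line expressing D2, read kinetically for 180 s after compound addition against dopamine controls.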
TRHR agonist: activates the human TRH receptor; activation, % at 2 µM; P34981; 360,000 compounds, 0.18% hits; TRHR cells, calcium flux fluo-8, FDSS agonist mode; AID 493084; also: 0% is about no effect
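TRHR-expressing cells, plated overnight in medium with 10% serum, were loaded with fluo-8 calcium dye at room temperature. After a 10 s baseline, library compound was pin-added and calcium release was recorded kinetically (ex 480/em 530) as agonist response.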
TRHR enhancer: TRH receptor (human) allosteric enhancement; P34981; TRHR cells, fluo-8 calcium fluorescence, EC20 TRH enhancement; enhancement, % at 2 µM; 360,000 compounds, 0.66% hits; in the data active = enhancement above about 30%; also: 0% is about no effect
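Enhancer read-out: after compound pinning and an initial kinetic agonist-mode read, an EC20 of TRH (10 nM final) was injected and fluo-8 calcium signal (Ex 480/Em 530) followed at 1 s/cycle for 100 cycles in TRHR-expressing cells.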
D2 antagonist: D2 dopamine receptor (human) antagonism. HEK293 TREx D2 cells, calcium flux, dopamine EC80. inhibition, % at 10 µM. AID 485344. P14416. 340,000 compounds, 2% hits; in the data active = inhibition above about 30%; also: 0% is about no effect
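Inhibition of EC80 dopamine-driven calcium flux, recorded kinetically, defines activity here; cells are a tetracycline-induced HEK293 T-REx line expressing force-coupled D2.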
D1 antag: blocks dopamine activation of the human D1 receptor; P21728; HEK293 TREx D1 cells, calcium flux, dopamine EC80; hits give low values; activity change, negative = inhibition, % at 10 µM; 360,000 compounds, 3.2% hits; in the data active = activity change below about -30%; also: % is scaled to controls: 0 for no effect and ±100 for the full control effect
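Antagonism measured as reduced calcium response to an EC80 dopamine addition following 180 s compound pre-read; cells were inducible HEK293 Trex D1 plated overnight at 30 C, read kinetically at 1 cycle/sec.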
D1 agonist: activates the human D1 dopamine receptor; HEK293 T-REx D1 cells, calcium flux, agonist mode; activation, % at 2 µM; 360,000 compounds, 1% hits; also: 0% is about no effect
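Agonism was scored from calcium flux recorded over 180 s (1 read/s) after pintool compound addition, following a 10-cycle baseline. Cells were inducible force-coupled HEK293 TREx D1, plated overnight at 30 C and loaded with no-wash calcium dye.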
D1 potentiator: enhances dopamine response at the human D1 receptor; P21728; HEK293 TREx D1 cells, calcium flux, dopamine EC20 potentiation; potentiation, % at 10 µM; 360,000 compounds, 0.036% hits; in the data active = potentiation above about 30%; also: 0% is about no effect
RXFP1 antag: RXFP1 (human) relaxin receptor antagonism; 350,000 compounds, 0.59% hits; activity change, negative = inhibition, % at 57.5 µM; HEK293-RXFP1, relaxin-stimulated cAMP HTRF, 30 min; hits give low values; AID 1259400; Q9HBX9;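 active = activity change of -60% or lower, but not beyond a set lower limit; inconclusive = change between -60% and -40%, or beyond the set limit; inactive = change above -40%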; also: % is scaled to controls: 0 for no effect and ±100 for the full control effect
Target sequence (Q9HBX9 whole entry, looked up): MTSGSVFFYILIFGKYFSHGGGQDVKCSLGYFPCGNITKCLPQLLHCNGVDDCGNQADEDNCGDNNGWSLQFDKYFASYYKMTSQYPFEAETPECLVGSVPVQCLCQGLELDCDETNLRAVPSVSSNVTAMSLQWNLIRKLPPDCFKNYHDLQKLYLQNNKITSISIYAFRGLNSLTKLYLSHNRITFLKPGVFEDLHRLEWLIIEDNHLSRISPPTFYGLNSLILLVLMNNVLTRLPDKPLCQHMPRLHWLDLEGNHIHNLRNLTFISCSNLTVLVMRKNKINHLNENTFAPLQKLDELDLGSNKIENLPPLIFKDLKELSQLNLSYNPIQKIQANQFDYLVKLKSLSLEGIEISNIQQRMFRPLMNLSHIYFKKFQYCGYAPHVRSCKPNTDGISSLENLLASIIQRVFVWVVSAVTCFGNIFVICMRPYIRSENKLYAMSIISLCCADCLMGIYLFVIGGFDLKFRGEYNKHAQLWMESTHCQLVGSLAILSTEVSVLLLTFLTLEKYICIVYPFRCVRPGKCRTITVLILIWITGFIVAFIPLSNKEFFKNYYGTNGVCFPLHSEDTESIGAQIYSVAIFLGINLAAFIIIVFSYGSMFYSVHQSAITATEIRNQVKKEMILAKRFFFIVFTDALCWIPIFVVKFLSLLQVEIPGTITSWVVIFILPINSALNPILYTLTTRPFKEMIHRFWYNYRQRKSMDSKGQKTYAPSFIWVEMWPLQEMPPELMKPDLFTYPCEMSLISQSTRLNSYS
D2 PAM: positive allosteric modulators of human D2 dopamine receptor; 340,000 compounds, 0.34% hits; potentiation, % at 10 µM; AID 485347; HEK293 T-REx D2, calcium flux, EC20 dopamine potentiation;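 active = potentiation over 3 SD above the plate norm, cut at about 30% in these data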; also: 0% is about no effect
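Tetracycline-induced HEK293 T-REx cells force-coupled to calcium signalling expressed D2; compounds were pin-added after a 10 s baseline, read kinetically 180 s, then an EC20 dopamine challenge followed with a further 180 s calcium read.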
Numbers without * were called inactive; ? = inconclusive; . = no result given. Rule as the data show it, unless noted: active = activation above about 30%; inactive = the rest.

SMILES	D2 ag	TRHR agonist	TRHR enhancer	D2 antagonist	D1 antag	D1 agonist	D1 potentiator	RXFP1 antag	D2 PAM
CCOC(=O)[C@@H]1[C@H]2COc3cc(OC)ccc3[C@@H]2N2C(=O)N(c3ccc(C(F)(F)F)cc3)C(=O)[C@]12C	-0.7	1.6	1	-9	-11	8	-5	.	-3
CCNC(=S)N1CCN(C(c2ccccc2)c2ccccc2)CC1	-0.6	-0.9	8	16	1	5	-4	-4	-3
CCC(Sc1nc2ncccc2[nH]1)C(=O)NC1CCC(C)CC1 (stereo not drawn)	0.7	1.2	11	10	7	0	-3	2	-15
CCN(CC)C(=O)N1CCN(S(=O)(=O)c2ccc(C)c(C)c2)CC1	-0.1	-0.1	2	7	-5	4	0	-15	7
CCC1CCCCN1CCCNC(=O)c1ccc2nc(N3CCCCC3)sc2c1 (stereo not drawn)	0.9	-0.1	4	-2	-17	2	-4	-6	-1
O=[N+]([O-])c1cccc(-c2ccc(/C=N/Nc3nc(N4CCCCC4)nc(N4CCCCC4)n3)o2)c1	-0.5	-1.1	-2	3	3	5	1	-10	4
COc1cc(C(=O)Nc2nccs2)c(Br)c(OC)c1OC	3.2	0.9	-6	16	3	2	-3	5	.
NC(=O)NC(CC(=O)NCCc1ccc(S(N)(=O)=O)cc1)c1ccc(Cl)cc1 (stereo not drawn)	-0.4	-1.9	-10	3	-3	0	-1	16	2
COC(=O)C(C)NS(=O)(=O)c1ccc(NC(C)=O)cc1 (stereo not drawn)	1.2	1.0	4	-11	-4	5	3	-12	7
COc1ccc2cc(C(=O)NCc3ccc4c(c3)CCN4C(=O)c3ccccc3)[nH]c2c1	0.1	-0.5	1	.	3	2	-2	-14	5
O=C(c1ccco1)N(CCC(c1ccccc1)c1ccco1)Cc1ccc(F)cc1 (stereo not drawn)	.	1.9	-12	.	3	14	-7	-13	.
CCc1c(O)nc(N2CCN(Cc3ccccc3)CC2)[nH]c1=O	-0.1	-0.1	6	3	0	-1	-6	1	5
COc1ccc(C2(NC(C)=O)CCN(C(=O)c3cccs3)CC2)cc1	-0.7	0.6	7	-3	5	3	0	-5	7
O=C(CCN1CCCCC1)c1ccccc1	-0.4	1.0	-1	-9	-8	4	-1	19	3
COc1cc(OC)c(CN2CCCCCCC2)cc1Br	-0.1	2.2	-1	-6	5	1	-2	-9	-19
Cc1occc1C(=O)N1N=C(C2CC2)CC1(O)C(F)(F)F (stereo not drawn)	0.1	-0.1	1	0	4	1	9	-16	12
Cc1cccc(C)c1OCCCn1c(CCNC(=O)C2CCCCC2)nc2ccccc21	0.4	-2.2	-6	.	21	10	-2	?	8
O=[N+]([O-])c1cc(C(F)(F)F)ccc1Cl	0.7	0.2	-3	4	.	0	5	.	20
O=C(c1cc(N2C(=O)C3C4CCC(C4)C3C2=O)ccc1Cl)N1CCN(c2ccc(F)cc2)CC1 (stereo not drawn)	1.4	0.1	3	0	3	4	5	-10	4
O=C(CCCC(=O)NNC(=O)Nc1ccccc1)NNC(=O)Nc1ccccc1	-0.3	0.1	-5	16	-20	1	-5	-3	-2
COc1ccccc1C(=O)OCC(=O)NC(C)CCc1ccccc1 (stereo not drawn)	-0.4	0.0	1	-26	-22	11	-2	3	15
Cc1cccnc1NC(=S)NC(=O)c1cncc(Br)c1	0.4	0.1	0	-4	3	0	0	3	9
CCOc1ccccc1CN1CCN(S(=O)(=O)CC)CC1	-1.0	0.2	6	6	27	0	7	-1	2
c1ccc(-c2noc(-c3ccc4c(c3)OCO4)n2)nc1	-0.1	0.5	-1	-13	1	1	-6	10	5
N#CCC(=O)Nc1ccc(C(=O)OCC(=O)N(Cc2ccccc2)C2CCS(=O)(=O)C2)cc1 (stereo not drawn)	0.9	0.6	4	-12	2	6	-1	-6	3
Cc1noc(C)c1C(=O)N1CCN(Cc2ccccc2)CC1	0.6	-0.1	1	2	-12	4	-2	4	-5
O=C(CCCCCNC(=O)c1ccccc1)N/N=C/c1ccccc1O	-0.5	-1.2	1	-25	0	1	-6	-8	6
CC(=O)Nc1c(C(=O)C2CC2)oc2ccccc12	1.3	0.4	5	-5	2	-1	-1	10	-10
COc1ccc(OC)c(-n2c(=S)[nH]c3cc(C(=O)N4CCCCC4)ccc3c2=O)c1	1.1	-0.2	-4	-6	-20	4	0	-18	1
Cc1ccc(Nc2c([N+](=O)[O-])c(=O)oc3ccccc23)cc1	0.6	0.1	4	31*	-17	6	-4	-14	-9
CC(C)Oc1ccc(C(=O)N2CC(=O)Nc3ccc(F)cc3C2c2ccc(F)cc2)cc1 (stereo not drawn)	-0.4	0.1	4	.	8	3	0	-39	21
Cc1nn(C)c(C)c1S(=O)(=O)N1CCCC(C(=O)N2CCN(c3ccccc3)CC2)C1 (stereo not drawn)	2.0	-0.2	4	-3	-2	3	.	5	27
C/C(=N\NC(=O)CCCNc1ccc(C)cc1)c1ccccn1	1.6	-0.7	32*	-4	-23	4	-3	-1	-6
Cn1c(CNC(=O)CSc2n[nH]c(-c3ccccc3)n2)nc2ccccc21	-0.2	0.2	4	.	14	-1	3	-12	3
O=S1(=O)CCOC[C@H](CC2CCCCC2)N1Cc1cccc(C(F)(F)F)c1	0.7	0.8	-7	16	-4	9	5	.	0
CC(C)CCOc1cccc(OCC(=O)N(C)C2CCS(=O)(=O)C2)c1 (stereo not drawn)	0.7	0.2	3	2	13	-1	1	13	1
CN1CCN(C(c2ccc(Cl)cc2Cl)c2sc3nc(-c4ccco4)nn3c2O)CC1 (stereo not drawn)	0.5	0.1	-8	.	.	0	-1	4	11
COc1cc(NC(=O)c2ccc(F)cc2)c(OC)cc1Cl	1.4	-0.6	3	-3	4	-1	-7	0	26
CCc1ccccc1NC(=S)Nc1cc(OC)c(NC(=O)C(C)C)cc1OC	0.6	0.1	-2	3	4	3	2	3	-3
CC(C)NC(=O)CN(Cc1ccc(F)cc1)C(=O)CCC(=O)Nc1nccs1	0.7	0.5	-3	3	-3	4	-8	-9	-1

Profiles as entered above. Order of values: D2 ag, TRHR agonist, TRHR enhancer, D2 antagonist, D1 antag, D1 agonist, D1 potentiator, RXFP1 antag, D2 PAM
CCc1ccccc1NC(=S)Nc1cc(OC)c(NC(=O)C(C)C)cc1OC in the list: 0.6, 0.1, -2, 3, 4, 3, 2, 3, -3
C/C(=N\NC(=O)CCCNc1ccc(C)cc1)c1ccccn1 in the list: 1.6, -0.7, 32*, -4, -23, 4, -3, -1, -6
Cc1ccc(Nc2c([N+](=O)[O-])c(=O)oc3ccccc23)cc1 in the list: 0.6, 0.1, 4, 31*, -17, 6, -4, -14, -9
Cc1nn(C)c(C)c1S(=O)(=O)N1CCCC(C(=O)N2CCN(c3ccccc3)CC2)C1 (stereo not drawn) in the list: 2.0, -0.2, 4, -3, -2, 3, ., 5, 27
Cc1cccnc1NC(=S)NC(=O)c1cncc(Br)c1 in the list: 0.4, 0.1, 0, -4, 3, 0, 0, 3, 9

(next part)
SMILES	D2 ag	TRHR agonist	TRHR enhancer	D2 antagonist	D1 antag	D1 agonist	D1 potentiator	RXFP1 antag	D2 PAM
COc1cccc(-c2nn(-c3ccc(C)cc3)cc2C(=O)NCC(c2cccs2)N2CCOCC2)c1 (stereo not drawn)	-0.4	-1.1	5	-3	-13	14	0	-12	2
CCCC[C@]12Cc3cc(C#N)ccc3C(O1)c1c(cc(C)n(-c3ccccc3)c1=O)O2	.	0.5	-5	.	1	0	-2	.	.
CCn1cc(CN(C)S(=O)(=O)c2ccc3ccccc3c2)c(C)n1	1.0	-0.2	-2	-3	-29	18	-5	12	11
Cc1cccc(NC(=S)NC2CC3CCC(C2)N3Cc2ccco2)c1C (stereo not drawn)	0.6	0.7	8	36*	-21	1	-3	-15	-19
CC(=O)Nc1ccc(S(=O)(=O)N2CCN(C(=O)c3ncoc3-c3cccc(C)c3)CC2)cc1	-0.8	0.0	-1	-8	-9	3	-5	-2	-2
CCN(c1cccc(C)c1)S(=O)(=O)c1ccc2c3c(cccc13)C(=O)N2	-0.2	-0.3	-1	-2	-24	1	-2	8	14
O=C(NC(=O)c1ccc(Cl)cc1)OC1CCCCC1	-1.0	-0.2	-3	4	16	3	-3	-2	-10
Cc1ccc(C(=O)CSc2nnc(C3CC3)n2C2CC2)s1	-0.2	-0.5	-3	-22	25	1	3	5	-7
COc1ccccc1-c1c(C)nn2c(C(F)(F)F)cc(-c3ccccc3)nc12	-0.8	0.5	4	.	3	1	0	-31	16
NC(N)=Nc1nc(-c2ccccc2)c2cc(F)ccc2n1	0.8	0.2	-7	-4	-9	1	-10	-10	-21
CCOc1cccc2cc(C(N)=O)c(=N)oc12	-0.4	0.6	-1	-8	9	-1	-5	-8	3
CSC1=NCCN1S(=O)(=O)c1ccc(Cl)cc1	-0.4	0.5	-3	-7	13	-3	6	0	4
c1ccc2cc(Sc3ncnc4c3oc3ccccc34)ccc2c1	-0.8	0.0	-8	5	4	1	5	-6	-3
Nc1ccn(CC(=O)NCc2ccccc2)c(=O)n1	-0.4	0.5	3	-9	4	1	2	.	-2
CCOc1ccc2c(c1)sc(=NC(=O)C1CC1)n2C	-0.9	-0.2	-4	1	1	2	-2	-10	-13
COc1ccc(CNC(=O)Cn2cc(C(F)(F)F)ccc2=O)cc1OC	0.1	0.4	-2	-2	-3	5	-3	-13	1
CCc1ccc(CCC(=O)Nc2sc3c(c2C#N)CCCC3)o1	0.1	1.0	1	-1	-11	-3	-1	-7	-15
COc1ccc(NC(=O)COc2ccccc2Cc2ccccc2)cn1	-0.1	-0.4	-9	14	-3	4	-6	-10	4
CCOC(=O)c1c(C)[nH]c(C)c1S(=O)(=O)NCC(=O)Nc1cccc(SC)c1	-0.5	-0.4	18	.	-10	5	-3	.	-4
O=C(Cc1cccs1)Nc1nnc(C2CC2)s1	-1.4	-2.1	3	10	0	4	1	10	3

Ordered by the number under D2 PAM (descending): 3 from the list above
SMILES	D2 PAM
c1ccc2cc(Sc3ncnc4c3oc3ccccc34)ccc2c1	-3
O=C(NC(=O)c1ccc(Cl)cc1)OC1CCCCC1	-10
Cc1cccc(NC(=S)NC2CC3CCC(C2)N3Cc2ccco2)c1C (stereo not drawn)	-19

Going on with the list.
SMILES	D2 ag	TRHR agonist	TRHR enhancer	D2 antagonist	D1 antag	D1 agonist	D1 potentiator	RXFP1 antag	D2 PAM
Cc1cccc(NC(=O)Nc2nnc(N(C)C3CCCCC3)s2)c1C	-1.9	-0.5	6	.	-16	-2	-4	1	-6
CN1CC(=O)N(CC(=O)Nc2ccc(Cl)c(C(F)(F)F)c2)C1=O	0.1	-0.7	12	6	-9	8	-6	-8	0
O=[N+]([O-])c1cnc(Sc2ccncn2)s1	.	0.4	-6	.	4	-1	6	-15	3
COc1ccc(NC(=O)Nc2nnc(N3CCCCCC3)s2)c(OC)c1	0.7	0.1	-3	.	-5	-1	2	-5	1
Cc1ccc(-c2nc(SC(C)C(=O)N3CCCC3)n[nH]2)cc1 (stereo not drawn)	-1.1	-0.1	2	-3	4	1	2	-7	-6
COc1cc(/C=C(\C#N)C(=O)Nc2ccc(C)cc2)ccc1OCc1cc(=O)n2nc(C)sc2n1	-1.0	-1.4	4	.	9	0	10	.	.
CCC(=O)Nc1ccccc1C(=O)N1CCN(Cc2ccccc2)CC1	0.1	0.3	8	-5	1	2	2	-5	13
